Screening data as filed in PubChem BioAssay.
PDI inh: inhibitors of human PDI, primary screen, biochemical, turbidity, single point, plate reader; PDI insulin aggregation turbidity, A650, 90 min; inhibition, % at 10 µM; 0.052% of 350,000 active;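 active = mean inhibition across replicates of 30% or more, whatever share of single replicates reach that level; inconclusive = mean inhibition below 30% while every single replicate reaches 30%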;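 note: absorbance from insulin aggregation driven by PDI reduction with DTT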
Target sequence (P07237 whole entry, looked up): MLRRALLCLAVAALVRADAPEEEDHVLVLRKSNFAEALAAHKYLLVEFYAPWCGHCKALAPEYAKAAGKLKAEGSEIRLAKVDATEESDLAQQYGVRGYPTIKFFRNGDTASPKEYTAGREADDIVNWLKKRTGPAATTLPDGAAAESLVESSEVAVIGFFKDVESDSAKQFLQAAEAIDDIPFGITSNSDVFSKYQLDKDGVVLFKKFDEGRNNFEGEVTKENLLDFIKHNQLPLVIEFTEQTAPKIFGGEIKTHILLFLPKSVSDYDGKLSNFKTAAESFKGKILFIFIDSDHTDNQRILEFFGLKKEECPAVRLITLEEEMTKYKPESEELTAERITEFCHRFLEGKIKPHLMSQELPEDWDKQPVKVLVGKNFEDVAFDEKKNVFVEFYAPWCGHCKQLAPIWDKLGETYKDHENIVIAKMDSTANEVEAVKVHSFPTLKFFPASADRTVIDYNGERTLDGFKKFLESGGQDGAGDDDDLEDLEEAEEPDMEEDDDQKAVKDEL
HIF-2a inh: HIF-2a reporter inhibitors, primary screen, luminescence, 786-0 RCC cells; 0.72% of 360,000 active; inhibition, % at 18.8 µM; 786-0 RCC cells HIF-2a reporter, luciferase luminescence, overnight;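 active = inhibition of the luminescence signal of 40% or more relative to plate controls, in a single-dose primary screen at 18.75 µM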
TRPM1 prom inh: inhibitors of MITF-dependent TRPM1 promoter reporter, primary screen, cell-based, SK-MEL-5, single point, luciferase; SK-MEL-5 TRPM1 promoter luciferase, 24 h; inhibition, % at 12.5 µM; 0.83% of 330,000 active; AID 488899, 2010;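 active = mean inhibition across replicates of 60% or more, whatever share of single replicates reaches that level; inconclusive = some that reach 60%, reason not given; inactive = mean inhibition across replicates below 60%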; note: values of inactives mirror those of a sister screen read the other way
Peg3 promoter: Peg3 promoter-driven luciferase inhibitors, primary screen, cell-based, HeLa, luciferase luminescence. HeLa PEG-Prom luciferase reporter, overnight. inhibition, % at 20 µM. 1.7% of 360,000 active. AID 588405, 2011;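 active = inhibition of at least 50% at 20 µM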
NR2E3 ag-1: NR2E3 agonists in two-hybrid cells, primary screen, cell-based, luminescence, CHO-S, Gal4-NCOR/VP16-NR2E3; inhibition of corepressor binding, % at 3.98 µM; 0.35% of 360,000 active; luciferase; AID 602229, 2012; Photoreceptor-specific nuclear receptor (Homo sapiens), Q9Y5X4;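 active = inhibition above the mean of all tested compounds plus 3 SD, cut at about 70% in these data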;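 note: 0% = DMSO with NR2E3 transfected cells and 100% = cells lacking NR2E3 construct; higher means lower luciferase signal from less NR2E3 corepressor binding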
Target sequence (Q9Y5X4 whole entry, looked up, the tested form may be a part): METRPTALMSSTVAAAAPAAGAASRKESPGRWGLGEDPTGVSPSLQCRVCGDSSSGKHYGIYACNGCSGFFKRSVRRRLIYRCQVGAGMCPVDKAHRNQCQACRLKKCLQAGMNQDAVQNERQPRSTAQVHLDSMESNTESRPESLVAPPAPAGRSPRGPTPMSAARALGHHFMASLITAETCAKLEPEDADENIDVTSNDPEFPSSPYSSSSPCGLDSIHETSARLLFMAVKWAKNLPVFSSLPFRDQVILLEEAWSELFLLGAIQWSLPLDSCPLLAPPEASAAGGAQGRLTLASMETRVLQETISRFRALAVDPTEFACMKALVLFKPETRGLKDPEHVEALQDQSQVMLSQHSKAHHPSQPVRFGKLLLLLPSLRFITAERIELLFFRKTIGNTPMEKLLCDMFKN
NR2E3 ag-2: inhibitors of NR2E3-RetCOR corepressor binding, primary screen, NR2E3 agonist project, biochemical, TR-FRET, GST-NR2E3, biotin-RetCOR; Photoreceptor-specific nuclear receptor (Homo sapiens), Q9Y5X4; 1536-well; inhibition of corepressor binding, % at 4.78 µM; 0.12% of 320,000 active; AID 2300, 2010;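 active = percent inhibition above the cutoff of mean plus 3 SD of all tested compounds, set per screening campaign, cut at about 20% in these data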;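 note: 0% = DMSO wells and 100% = biotin wells as full block of FRET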
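Material – GST-tagged NR2E3 plus biotinylated RetCOR corepressor · Quantity – NR2E3 fusion 1.35 nM · Times – 5 h incubation at 4 °C · Medium – pH 7.5 Tris-based buffer · Technique – TR-FRET, Eu(K)-anti-GST donor, streptavidin-D2 acceptor, ex 340, em 617/671 nm · Benchmarks – high control biotin, low control 0.6% DMSO · Format – 1536-well plates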
Shn3 3UTR inh: reduction of Shn3 3'UTR firefly luciferase signal, primary screen, Schnurri-3 inhibitor project, cell-based, Clone20 osteoblasts, set 2; inhibition, % at 12.5 µM; 0.52% of 360,000 active; Clone20 osteoblast Shn3 3'UTR firefly luciferase, 24 h;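 active = mean inhibition of at least 75% with every replicate also reaching 75%; inconclusive = mean inhibition at least 75% but some replicate below; inactive = mean inhibition below 75%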;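 note: 0% = median of neutral control wells and 100% = pilot-screen positive control compound; some compounds past the cut are filed as inactive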
CF NFkB inh: inhibitors of PAF-induced NF-kB signaling, primary screen, cell-based, GFP fluorescence, uHTS. KKLEB NF-kB-GFP reporter, GFP fluorescence overnight. inhibition, % at 5 µM. 0.86% of 360,000 active. AID 588850, 2011;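 active = at least 50% inhibition at 5 µM, scaled per plate between neutral and stimulator controls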;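 note: PAF is a Pseudomonas aeruginosa culture filtrate used as stimulus; plate controls were PAF-stimulated DMSO wells for no effect and unstimulated DMSO wells for full effect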
CaV13 FRET inh: Disruptors of the CACNA1D IQ motif to Ca2+-dependent inactivation inhibitor domain association, primary screening, Förster resonance energy transfer in intact living …. HEK cells, CFP/YFP FRET ICDI-IQ, plate reader, 10 min; percent FRET-ratio fall versus neutral wells. inhibition, % at 12.3 µM. 0.098% of 340,000 active. AID 743397;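 active = mean replicate inhibition of at least 30% and at least 1% of replicates passing that level; inconclusive = only one of the two criteria is met; inactive = neither criterion is met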;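 note: 0% = median of the neutral control wells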
Vif inh: HIV Vif self-association inhibitors, primary screen, imaging, HEK293T, single point | 0.35% of 340,000 active | HEK293T cells, Vif self-association by quenched fluorescence, 24 h | inhibition, % at 7.49 µM; in the data active = inhibition above about 50%, passing the limit was not always enough; inconclusive = no clear call, values can overlap the other calls; inactive = below about 31%; note: some results filed as inactive read as strong as hits
KKLEB tox: cytotoxicity in KKLEB CF airway cells, primary screen, cytotoxicity control for CF NF-kB inhibitor project, cell-based, uHTS, fluorescence assay plates | 0.36% of 360,000 active | activity change (cytotoxicity), % at 5 µM | KKLEB CF airway cells viability, ATPlite luminescence, overnight; stronger effect = lower value; cells stimulated with P. aeruginosa culture filtrate | AID 602141, 2011;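 active = corrected activity change at or below -50% at 5 µM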
* = called active by the depositor; i = inactive; u = inconclusive; x = not tested or not shown.

nr	smiles	PDI inh	HIF-2a inh	TRPM1 prom inh	Peg3 promoter	NR2E3 ag-1	NR2E3 ag-2	Shn3 3UTR inh	CF NFkB inh	CaV13 FRET inh	Vif inh	KKLEB tox
1	COCCn1c(SCC(=O)c2c[nH]c3ccccc23)nnc1-c1ccncc1	-3	19	19	-2	4	-1	14	-4	x	-5	1
2	COC(=O)c1sccc1NC(=O)c1ccccc1	5	6	14	1	-25	2	0	1	5	-3	-4
3	CCNc1nc(NC(C)(C)C)nc(N2CCCC2)n1	-4	8	-5	27	10	1	31	0	-4	x	-7
4	COc1cccc(NC(=O)Nc2nnc(COCCO)s2)c1	-11	0	x	-9	-74	x	4	41	-5	-1	-1
5	C=CCNC(=O)c1onc(CSc2cc(C)cc(C)c2)c1C(=O)NCC=C	5	22	2	19	-8	5	-14	5	-3	1	-8
6	C/C(=N\NC(=O)COc1ccc(C)cc1C(C)C)c1ccc(-n2ccnc2)cc1	6	-125	-20	-89	-27	2	-6	7	-6	-10	-3
7	C/C(Cn1cnc([N+](=O)[O-])n1)=N/NC(=O)COc1ccccc1Cl	-3	5	-11	5	-16	3	-13	15	4	-5	-6
8	COc1cc(OC)cc(C(=O)OCC(=O)N(C)c2ccccc2)c1	-8	6	-3	-4	12	2	-1	-14	-4	4	3
9	N#Cc1ccccc1/C=N/Nc1nc(-c2ccccc2)c2cc(Cl)ccc2n1	-8	3	34	16	-15	1	26	-10	-5	2	6
10	O=[N+]([O-])c1cc(C(F)(F)F)ccc1NCCCN1CCOCC1	-4	-20	-4	-10	4	-2	8	21	-3	-13	-10
11	Cc1ccc(S(=O)(=O)Nc2ccc(SC(F)F)cc2)c(C)c1	1	20	1	32	12	0	-48	-6	-7	61*	7
12	CCC1CCC/C1=N\NC(=O)c1cc(C)[nH]n1 (configuration not stated)	2	-9	0	-26	-21	2	-15	6	-7	-4	1

(cont.)
nr	smiles	PDI inh	HIF-2a inh	TRPM1 prom inh	Peg3 promoter	NR2E3 ag-1	NR2E3 ag-2	Shn3 3UTR inh	CF NFkB inh	CaV13 FRET inh	Vif inh	KKLEB tox
13	Cc1ccc(S(=O)(=O)N(CC(=O)Nc2cccnc2)c2cccc([N+](=O)[O-])c2)cc1	2	14	6	27	25	-3	19	29	-6	-4	-38
14	CCN(C[C@H]1N[C@@](CC)(C(=O)OC)[C@H]2C(=O)N(C)C(=O)[C@@H]12)S(=O)(=O)c1ccc(C)cc1	9	1	-7	-7	17	x	-5	-19	-4	-4	18
15	NC(CSCc1ccccc1)C(=O)Nc1ccc([N+](=O)[O-])cc1 (configuration not stated)	x	4	x	-3	4	x	-8	2	x	14	-9
16	CCc1nc2c(OCC(=O)N3CCOCC3)cccn2c1N(C=O)Cc1ccccc1	13	-1	x	-4	-21	x	-9	-6	-10	5	6
17	O=C(OC(C(=O)NCc1cccs1)c1ccccn1)c1cccs1 (configuration not stated)	3	-21	2	20	0	3	4	-16	-5	7	-2
18	CC(C)(C)NC(=O)C(=O)NNC(=O)c1ccccc1Br	-2	14	-8	9	-22	2	-6	-16	-7	2	8
19	COc1ccc(S(=O)(=O)N2CCCCC2)cc1NS(=O)(=O)c1ccccc1	8	-1	12	-12	-8	x	-1	-2	-2	-16	-4
20	Cc1cccc(NC(=O)CSCC(=O)N=c2sccn2C)c1	-2	-19	11	-4	2	-5	-6	1	-9	-1	11
21	O=C(CSc1ccccc1C(=O)N1CCN(c2ccccc2)CC1)N1CCCC1	-11	0	1	-6	-20	1	-12	0	-2	-3	6
22	CCCC1(CC)C(=O)NC(=O)N=C1N (configuration not stated)	-6	9	-2	3	0	x	6	-23	-7	-10	-3
23	C/C=C/c1ccc(OCC(O)CNCC(c2ccc(OC)cc2)N(C)C)c(OC)c1 (configuration not stated)	6	10	8	0	-8	-2	24	-8	-4	-2	-11
24	COc1ccc(C(CC(=O)O)c2cc(OC)c(OC)c(OC)c2)cc1OC (configuration not stated)	-2	13	1	-9	-3	x	1	9	-7	-5	-5

Continued.
nr	smiles	PDI inh	HIF-2a inh	TRPM1 prom inh	Peg3 promoter	NR2E3 ag-1	NR2E3 ag-2	Shn3 3UTR inh	CF NFkB inh	CaV13 FRET inh	Vif inh	KKLEB tox
25	COc1ccc(CN2CCCC(C(=O)N(C)Cc3ccccc3)C2)cc1OC (configuration not stated)	-10	6	-8	-1	6	-2	2	-15	-1	8	6
26	Cc1cccc(N=C2NC(=O)/C(=C/c3cccn3C)S2)c1	-4	-68	-6	-26	-12	1	-46	12	-21	0	-9
27	CCSc1nnc(NC(=O)C2CC(=O)N(Cc3ccc(C)cc3)C2)s1 (configuration not stated)	4	13	9	-2	8	1	-7	12	-6	-2	9
28	COc1cc(S(=O)(=O)N2CCOCC2)ccc1NC(=O)COC(=O)CC12CC3CC(CC(C3)C1)C2	-3	23	-8	10	-27	-1	19	-1	-5	-9	2
29	COC(=O)CS(=O)(=O)c1ccc(C)cc1	-7	15	4	-1	-8	0	-13	-18	-7	14	6
30	COc1ccccc1N(CC(=O)Nc1ccc(C)cc1Cl)S(=O)(=O)c1cccs1	6	15	5	16	6	x	2	-1	-16	u	-6
31	Cc1cc(C)nc(N/N=C/c2c[nH]c3ccccc23)n1	-5	-37	-14	-15	-17	-1	-7	-7	-4	25	4
32	O=C(NNC(=O)c1cc2ccccc2o1)c1ccc(F)cc1	1	-230	-27	-228	-82	x	-23	4	-7	9	-24
33	CC(=O)N1CCC(N(CCN2CCOCC2)C(=S)Nc2c(C)cccc2C)CC1	-3	16	10	10	-15	-1	3	0	-4	9	7
34	O=[N+]([O-])c1ccccc1S(=O)(=O)NC1CCCCCCC1	-2	3	8	11	-21	-2	-55	-7	-2	12	5
35	O=C(COc1cccc2c1CCN(Cc1ccccc1F)C2=O)N1CCCCC1	-1	3	-12	20	-8	-2	12	-9	0	5	-2
36	CC1CCN(CC(O)COC2CC(C)CCC2C(C)C)CC1 (configuration not stated)	10	9	12	8	6	2	20	8	-4	2	-12

Next part.
nr	smiles	PDI inh	HIF-2a inh	TRPM1 prom inh	Peg3 promoter	NR2E3 ag-1	NR2E3 ag-2	Shn3 3UTR inh	CF NFkB inh	CaV13 FRET inh	Vif inh	KKLEB tox
37	COc1ccc(/C(C)=N/Nc2nc3ccccc3nc2C)cc1OC	-1	-92	-70	-97	-49	1	-6	6	-13	-9	-10
38	O=C(Nc1ccc2c(c1)CCC2)C1CCCO1 (configuration not stated)	-13	-192	-38	-137	-45	5	-9	16	-8	-3	-18
39	COc1ccc(C)cc1N(CC(=O)NCCSCc1cccc(Cl)c1)S(C)(=O)=O	1	13	2	23	0	3	26	11	-19	-1	3
40	Cn1nc(-c2ccccc2)c(CSc2cccc(Cl)c2)c1Cl	-7	8	16	14	-22	-4	17	-1	-5	-11	-13
41	Cc1cc(C(F)(F)F)n(-c2ccc(N)cc2)n1	16	22	-6	3	3	3	8	3	-2	-5	-3
42	C=CCn1c(O)c(N=Nc2ccccc2O)c2ccccc21	1	-7	13	13	-9	2	27	-36	-10	i	-6
43	Cc1onc(-c2c(Cl)cccc2Cl)c1NC(=O)N1CCSCC1	14	10	2	-2	0	-1	2	-3	-4	-4	-3
44	O=C1OC(/C(=C\NCc2ccccc2)[N+](=O)[O-])c2ccccc21 (configuration not stated)	7	-3	2	12	-34	-2	4	2	-5	2	-3
45	Cc1ccc(S(=O)(=O)N(C)c2nonc2C)cc1	10	12	-13	0	5	-2	16	3	-8	1	3
46	Cc1nc(NC(=O)CCl)sc1C(=O)N(C)C	-4	3	5	7	8	3	-10	12	4	8	-24
47	CCCN(C(=O)Cn1ncc2c([nH]c3ccccc32)c1=O)c1ccccc1C	-7	15	25	29	7	-1	27	6	-2	22	-15
48	CC(=O)c1sc(NC(=O)CCS(=O)(=O)c2ccc(C)cc2)nc1C	4	13	10	10	-4	2	-7	56*	x	-3	-15

(listing goes on)
nr	smiles	PDI inh	HIF-2a inh	TRPM1 prom inh	Peg3 promoter	NR2E3 ag-1	NR2E3 ag-2	Shn3 3UTR inh	CF NFkB inh	CaV13 FRET inh	Vif inh	KKLEB tox
49	O=C(CNC(=O)c1ccccc1)OC1CCCCC1	-2	-171	-44	-146	-117	2	6	7	3	-6	-1
50	Cc1ccc2nc(-c3cccc(Br)c3)c(Cc3ccccc3)n2c1	x	-230	x	-209	-71	x	-22	0	x	x	-2
51	Cc1ccc(S(=O)(=O)N2C(=O)CCC2C(=O)N2CCN(C)CC2)cc1 (configuration not stated)	-2	15	10	14	9	5	0	-13	-6	-2	17
52	O=C(CS(=O)c1ccc(F)cc1)Nc1ccccc1Cl (configuration not stated)	-1	-3	3	-18	-17	0	6	5	-5	16	0
53	Cc1ccc(S(=O)(=O)SCCCSS(=O)(=O)c2ccc(C)cc2)cc1	13	1	18	5	-11	x	36	25	-9	5	4
54	NC1=NN(c2cccc(C(=O)O)c2)C(=O)C1	-5	11	-2	-8	-129	-4	-24	7	-3	-9	0
